# Source: PubChem
# MT stabilize HCS: microtubule stabilization, imaging screen | 0.83% of 200,000 active | HeLa tubulin immunostaining HCS, 24 h; share of cells brighter than vehicle mean+2SD | AID 2205 | % tubulin-high responders, % at 10 µM;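 active = plate Z-score above 3 for both tubulin-high and condensed-nucleus cell shares, with cell loss under 80%, at 10 µM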;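 also: anti alpha tubulin signal scored within the nucleus-defined area of each cell; some results filed as inactive read as strong as hits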
# b-catenin transl: modulators of beta-catenin nuclear translocation; HeLa beta-catenin nuclear translocation, immunofluorescence imaging; nuclear translocation activity, % at 5 µM; 0.3% of 190,000 active; AID 1665;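 active = nuclear translocation activity above 50% at 5 µM, with a well cell count of 50 or more; inconclusive = wells under 50 cells across six images, flagged as toxic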;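 also: per-cell ratio of nuclear to cytoplasmic median beta-catenin stain intensity; plate controls were DMSO negative control for no effect and GSK-3 inhibitor IX positive control for full effect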
#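 test system = HeLa cells, endogenous beta-catenin | dosing = single 5 µM dose plus 0.02–20 µM confirmation series | times = compound treatment 24 h, 37°C, 5% CO2 | technique = beta-catenin immunofluorescence imaging with DAPI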
# Autophagy mod: alters autophagy in cells | 0.98% of 190,000 active | calls only at 10 µM (by protocol) | MEF GFP-LC3 puncta imaging; test concentration mostly 10 µM;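 active = percentage of spot-positive cells more than 3 SD above its plate mean, without a fluorescence outlier flag or 80% toxicity; inconclusive = no clear call, values can overlap the other calls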;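 also: spot-positive cell cutoff set from DMSO-treated cells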
# WT yeast gro inh: growth inhibition of WT yeast, mitochondrial fusion screen; mitochondrial fusion phenotypic screen, WT strain; inhibition, % at 10 µM; 2.1% of 190,000 active; in the data active = inhibition above about 58%; tested in S. cerevisiae
# Yfh1-depleted yeast: mitochondrial function rescue without frataxin homolog – Friedreich's ataxia, plus single-dose screen, dose response (AID 1465). fold induction at 50 µM, or EC50 in µM where a hit was titrated. S. cerevisiae Yfh1-off respiration, WST-1 reduction, 72 h; higher fold induction means a stronger effect. 0.074% of 220,000 active;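 active = fold induction of absorbance versus untreated yeast above a set limit, then at least 30% activation at any dose in follow-up; inconclusive = repeats straddling the limit, or above it without dose testing; inactive = fold induction below the set limit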;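 also: activators that raise dye reduction in frataxin-depleted yeast; strong numbers were not always called active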
# Ins promoter up: MIN6 insulin promoter up-regulation; AID 1625; MIN6 insulin promoter-GFP reporter, high-content imaging; active compounds read high; z-score at 5 µM; 0.3% of 190,000 active;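 active = z-score above 3 at 5 µM with at least 500 cells counted in the well; inconclusive = wells under 500 cells, flagged as cytotoxic or low count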
# Dynein transport: dynein cargo transport inhibition | 3617.4 mouse cells, GR-EGFP nuclear translocation imaging; test concentration mostly 20 µM; stimulated with dexamethasone, 1 µM; active compounds read low | z-score, hits read low | 0.47% of 220,000 active | AID 1381;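 active = plate z-score of nuclear minus cytoplasmic receptor signal below a set negative limit, without overly bright fluorescence or cell loss, cut at about -3.5 in these data, passing the limit was not always enough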;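 also: z-score of nuclear minus cytoplasmic ring GR-EGFP intensity difference per well; some compounds called inactive have numbers as strong as hits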
#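 Also added: dexamethasone, 1.0 µM final. Medium: tet-free, stripped-serum medium. Detection: fixed, Hoechst-stained cells imaged at 10x for EGFP. Read-out: nuclear-to-cytoplasmic GR-EGFP distribution per well. Times: induction 48 h, compound 1 h, agonist 30 min.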
# AID2073: inhibitors of Mint1-CaV2.2 protein interaction, biochemical, HTRF (AID 2073). HTRF protein-protein interaction, Mint1-CaV2.2; higher % means a stronger effect. inhibition, % at 20 µM; hits with a dose series show IC50 in µM. 0.19% of 290,000 active; in the data active = inhibition mostly above about 51%, no sharp cut-off; inconclusive = no clear call, values can overlap the other calls; inactive = mostly below about 53%; also: some results filed as inactive read as strong as hits
# HIV fusion peptide: inhibitors of HIV fusion peptide binding, primary screen, biochemical, uHTS, fluorescence dequenching (AID 1986). cell-free peptide binding, fluorescence dequenching, 30 min; higher % means a stronger effect. inhibition, % at 20 µM; hits with a dose series show IC50 in µM. 0.3% of 290,000 active; in the data active = inhibition mostly above about 52%, no sharp cut-off; inactive = mostly below about 76%; also: some results filed as inactive read as strong as hits
# WT yeast gro inh mutant strain: recorded beside WT yeast gro inh, whose call it bears; inhibition, %; mitochondrial fusion phenotypic screen, mutant strain inhibition
# Dynein transport cytoplasmic EGFP: further read-out of Dynein transport, marked with its call; z-score; measured here: cytoplasmic GR-EGFP intensity; active compounds read high
# Dynein transport nuclear GR-EGFP: recorded beside Dynein transport, whose call it bears; z-score; measured here: nuclear GR-EGFP intensity;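 lower value marks the stronger effect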
# Dynein transport cell count: further read-out of Dynein transport, marked with its call; z-score; measured here: cell count per field
# Ins promoter up cell count: also measured in Ins promoter up; calls as there; cell count; measured here: cytotoxicity, nuclei count;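 total cells summed across four imaged fields per well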
# b-catenin transl cell count 5 µM: recorded beside b-catenin transl, whose call it bears; cell count; measured here: cell count, cytotoxicity flag
# MT stabilize HCS Hoechst-high %: second read-out of MT stabilize HCS, no call of its own (marks repeat the call); % Hoechst-high responders; measured here: nuclear condensation Hoechst responders;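 share of cells brighter than vehicle mean plus two SD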
# MT stabilize HCS cytotoxicity %: also measured in MT stabilize HCS; calls as there; toxicity, %; measured here: cytotoxicity by cell density;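 0% = mean cell density of plate MIN control wells and 100% = no cells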
# Autophagy mod cell loss 18 h: further read-out of Autophagy mod, marked with its call; toxicity, %; measured here: cell loss, nuclei count;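 cell loss after 18 h compound exposure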
# Starred values were filed as active, the others as inactive; i = inactive; ? = inconclusive; . = not tested or not shown; + = active, no number.
Molecule	MT stabilize HCS	MT stabilize HCS Hoechst-high %	MT stabilize HCS cytotoxicity %	b-catenin transl	b-catenin transl cell count 5 µM	Autophagy mod	Autophagy mod cell loss 18 h	WT yeast gro inh	WT yeast gro inh mutant strain	Yfh1-depleted yeast	Ins promoter up	Ins promoter up cell count	Dynein transport	Dynein transport cytoplasmic EGFP	Dynein transport nuclear GR-EGFP	Dynein transport cell count	AID2073	HIV fusion peptide
CN=Cc1cc(-c2ccccc2)sc1O	4.1	2.6	5.1	-0.3	1088	i	2.2	22.3	2.5	i	-0.67	1931	-0.0278	-0.207	-0.275	0.493	-14.0%	-0.3%
Brc1ccc(-c2nc(-c3ccncc3)no2)o1	2.6	0.9	1.9	.	.	i	-7.4	3.4	5.4	i	-0.17	1268	-0.109	0.124	-0.147	1.08	-1.0%	-1.5%
CCOC(=O)c1cc2cc(OC)ccc2[nH]1	3.4	2.4	6.5	-3.9	917	i	0.1	13.0	2.5	i	-0.9	970	-0.754	-0.272	-0.556	0.474	16.9%	9.6%
Cc1cc(C(=O)N2CCN(C(=O)C3CCCO3)CC2)no1 (stereo not drawn)	4.4	2.5	5.2	-1.6	1092	i	-5.5	8.6	-13.4	i	.	.	-0.608	-0.215	-0.0445	0.463	5.1%	-1.3%
O=C1NC(CCc2ccccc2)C(=O)N1Cc1ccc(Br)cc1 (stereo not drawn)	4.6	2.1	7.6	-1.3	1102	+	5.7*	0.2	7.7	i	0.51	985	-0.629	-0.387	-0.0859	0.218	2.5%	-2.0%
NC(=O)CSc1nnc(-c2cc(-c3ccc(Cl)cc3)nc3ccccc23)o1	3.4	2.2	6.9	-5.2	1143	i	20.9	12.8	5.0	i	-0.34	1551	2.5	-0.278	1.07	-0.716	22.1%	-1.8%
COCCN=c1scc(C)n1/N=C/C1CC2C=CC1C2 (stereo not drawn)	4.3	3.1	7.4	-1.2	1026	i	-1.7	-1.7	9.7	i	-0.56	1138	0.142	-0.233	0.301	-0.0885	-14.3%	-1.0%
O=C(Nc1ccc(C(=O)O)cc1)/C(=C\c1ccc2c(c1)OCO2)NC(=O)c1ccccc1	1.8	1.6	2.5	.	.	i	-2.3	13.0	13.2	i	0.08	1153	2.54	-0.196	1.53	-1.65	40.4%	3.1%
Cn1nnnc1SCc1nnc(-c2ccccc2Br)o1	3.5	1.0	3.0	-3.4	1357	i	3.8	2.5	12.7	i	-0.61	1133	-0.206	-0.134	-0.9	0.339	0.7%	-2.1%
CC1CN(c2nc3c(c(=O)[nH]c(=O)n3C)n2Cc2ccccc2F)CC(C)O1 (stereo not drawn)	1.8	3.7	2.5	0.8	792	i	20.0	3.1	8.1	i	0.01	1085	0.169	-0.234	0.275	0.593	15.8%	3.3%
NC(=O)c1ccc(C(F)(F)F)n(Cc2ccc(Cl)cc2)c1=O	2.2	1.3	7.9	2.9	1423	i	-7.3	0.5	-14.4	i	-0.21	1226	0.608	-0.194	0.656	0.602	-1.2%	-1.9%
O=C(N/N=C/c1oc(O)c2ccccc12)c1ccccc1O	4.0	1.7	11.6	-4.2	1105	i	4.0	6.2	-3.1	i	-0.64	1345	0.673	-0.167	0.449	-1.16	10.4%	20.0%
CN(C)C(=O)c1c(C(F)(F)F)nn(C)c1Cl	2.7	2.6	4.7	1.6	1068	i	-12.0	-27.1	1.1	i	0.33	1169	0.902	-0.261	0.703	-1.4	3.3%	-0.3%
Nc1nc(NCc2ccco2)nc(N2CCCC2)c1[N+](=O)[O-]	.	.	.	-2.4	1102	.	.	.	.	i	-0.1	1487	1.1	0.427	0.629	-1.1	-3.7%	-1.6%
Cc1ccc(NC(=O)CN2CCc3ccccc3C2)cc1S(=O)(=O)N1CCOCC1	1.6	4.1	11.1	0.9	993	i	3.3	-11.5	-25.9	i	-0.04	1355	-0.616	-0.218	-0.696	0.756	-3.5%	-0.9%
C/C(=N\NC(=O)CSCc1ccc([N+](=O)[O-])cc1)c1ccccc1	1.8	2.8	0.9	-1.5	1138	i	-27.8	-1.2	4.6	i	0.61	1195	-0.715	-0.319	-0.279	0.631	-6.7%	-0.5%
O=C(NC1CCCCCC1)C1C2C=CC3(CN(Cc4cccnc4)C(=O)C13)O2 (stereo not drawn)	4.3	1.3	4.7	0.1	1119	.	.	2.7	5.0	i	0.02	821	-0.39	-0.25	-0.191	0.435	1.9%	-2.9%
O=c1cc(C(F)(F)F)[nH]c2ccc(OC(F)(F)F)cc12	.	.	.	-1.0	1385	.	.	.	.	i	0.97	1335	0.742	-0.256	0.21	-0.266	-9.3%	1.4%
CCOc1ccc(N/C=C/C(=O)c2ccc(OC)cc2)c([N+](=O)[O-])c1	2.9	1.5	10.4	1.8	1314	i	24.6	-2.2	-16.6	i	1.74	1408	0.784	1.45	1.14	-0.224	4.2%	5.8%
COc1ccc(NC(=O)CSc2nnc(Cc3cccn3C)n2CCc2ccccc2)c(OC)c1	2.7	2.7	12.9	0.6	1280	i	11.8	-1.5	-7.0	i	0.32	1573	-0.926	-0.347	-0.603	0.0537	-19.3%	-0.8%
Cc1cc(C(=O)COc2cccnc2[N+](=O)[O-])c(C)n1Cc1ccco1	2.6	2.3	8.7	-0.9	1147	i	-1.3	-15.1	-11.9	i	0.26	1418	-0.776	-0.264	-0.674	-0.316	78.9%*	49.6%
O=C1S/C(=C\c2ccc(Cl)cc2)C(=O)N1CCn1cnnn1	2.9	2.1	5.5	-1.0	1085	i	0.5	-4.7	2.9	i	-0.31	1208	-0.684	-0.319	-0.0546	0.476	-15.1%	-1.4%
CC(=O)OCC(=O)[C@@]12OC3(CCCC3)O[C@@H]1C[C@H]1[C@@H]3CCC4=CC(=O)C=C[C@]4(C)[C@@]3(F)[C@@H](O)C[C@@]12C	1.7	1.5	4.0	-9.2	524	i	44.7	5.6	-9.1	i	.	.	-0.46	-0.0625	-0.0246	0.693	-6.0%	-0.1%
COc1ccc2c(c1)c(=O)c(C(=O)c1ccc(Cl)cc1)cn2CC(=O)Nc1ccc(F)cc1	4.1	2.4	8.1	1.1	507	i	12.1	-4.6	11.2	.	0.01	1248	-0.431	-0.202	0.415	-0.0829	10.9%	1.6%
CCN(CC)c1ccc2cc(-c3nnc(-c4ccncc4)o3)c(=O)oc2c1	2.9	1.8	5.0	.	.	+	-5.1*	11.0	36.9	?	4.43*	1303*	0.915	2.52	1.05	0.561	-0.5%	148.4%
CC(C)C1CC(=O)NC(SCC(=O)Nc2ccc(Br)cc2)=C1C#N (stereo not drawn)	6.3	2.3	5.9	-4.1	1031	i	4.1	0.3	-1.1	i	0.76	1271	0.0604	-0.0929	0.335	0.134	11.2%	3.2%
CCOC(=O)N1CCC(NC(=O)C(Cc2ccccc2)NC(=O)C2CCCCC2)CC1 (stereo not drawn)	3.2	2.1	9.8	-7.1	865	i	-33.8	-0.6	-1.5	i	-1.09	1016	-0.768	-0.311	-0.454	-0.0695	-0.2%	0.2%
CC(C)=NNC(=O)CN1C(=O)NC2NC(=O)NC21 (stereo not drawn)	3.6	3.2	5.8	-1.3	1131	i	-1.6	1.6	5.5	i	-0.39	1494	-0.453	-0.22	0.0921	1.02	13.2%	-0.6%
O=C(/C=C/c1ccccc1)Oc1cccc(C(=S)N2CCOCC2)c1	1.9	1.4	0.9	-0.5	1057	i	19.2	12.6	18.7	i	1.97	1181	-0.0837	-0.275	-0.000213	0.437	-11.2%	-2.1%
C/[N+]([O-])=C\CC(=O)c1ccc(-c2ccccc2)cc1	3.8	3.1	10.9	-1.7	1064	i	13.1	56.1	34.5	i	0.58	1148	-1.86	0.0174	-0.304	0.476	27.4%	2.3%
Cc1cc(C)nc(-n2nc(C)cc2NC(=O)COC(=O)CCC(=O)c2cccs2)n1	4.1	2.2	10.4	-0.7	1131	i	2.1	-13.0	-2.6	i	1.2	981	2.75	-0.096	1.52	-1.95	-7.7%	-4.2%
O=C1NCCN(Cc2ccoc2)C1CC(=O)N(CCO)Cc1ccccc1 (stereo not drawn)	4.2	1.3	7.7	-0.8	1527	i	8.3	-2.1	7.4	i	-0.02	1634	-0.313	-0.149	0.027	0.789	-4.2%	3.2%
CCOC(=O)CCC(NC(=O)CC(=O)NC(CCC(=O)OCC)C(=O)OCC)C(=O)OCC (stereo not drawn)	1.4	1.4	11.1	1.4	994	i	-1.7	-15.1	0.7	i	0.81	1402	0.758	-0.163	0.413	0.374	-13.3%	2.8%
O=C(CN1CCN(c2ccccn2)CC1)Nc1cc(C(F)(F)F)ccc1Cl	1.4	1.8	7.0	-2.9	1054	i	-6.6	17.5	3.8	i	-0.54	1382	-0.0408	-0.193	-0.0324	0.0865	7.4%	-1.4%
COc1ccc(S(=O)(=O)N2CCOC2CNC(=O)C(=O)NCc2cccnc2)cc1C (stereo not drawn)	.	.	.	-0.8	1250	.	.	.	.	i	-0.5	1043	-0.849	-0.281	0.196	0.425	10.0%	0.4%
Cc1c(C(=O)N2CCN(C)CC2)oc2ccc(S(=O)(=O)N3CCOCC3)cc12	2.5	3.3	12.5	.	.	i	15.9	-22.3	5.8	i	1.12	1305	-0.298	-0.0957	0.271	1.2	1.3%	0.6%
